HIF-2a inh = HIF-2a inhibition; 786-0 RCC cells HIF-2a reporter, luciferase luminescence, overnight; inhibition, % at 18.8 µM; hit rate 0.72% among 360,000;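 active = inhibition of the luminescence signal of 40% or more relative to plate controls, in a single-dose primary screen at 18.75 µM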
Peg3 prom inh = Peg3 promoter activity inhibition | HeLa PEG-Prom luciferase reporter, luminescence, overnight | inhibition, % at 20 µM | hit rate 1.7% among 360,000;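 active = inhibition of at least 50% at 20 µM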
KKLEB tox = CF airway cell cytotoxicity counter-screen; AID 602141; hit rate 0.36% among 360,000; KKLEB CF airway cells viability, ATPlite luminescence, overnight; active compounds read low; cells stimulated with P. aeruginosa culture filtrate; activity change (cytotoxicity), % at 5 µM;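 active = corrected activity change at or below -50% at 5 µM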
CF NFkB inh = inhibitors of cystic fibrosis induced NF-kB; KKLEB NF-kB-GFP reporter, PAF-induced, GFP fluorescence overnight; inhibition, % at 5 µM; hit rate 0.86% among 360,000;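 active = at least 50% inhibition at 5 µM, scaled per plate between neutral and stimulator controls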;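 also: PAF is a Pseudomonas aeruginosa culture filtrate used as stimulus; plate controls were PAF-stimulated DMSO wells for no effect and unstimulated DMSO wells for full effect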
TROY signal inh = blocks TROY-dependent signaling in reporter cells; Q293 LMP1-TROYcd NF-kB luciferase reporter, 4 h; inhibition, % at 10 µM; hit rate 0.98% among 360,000; AID 1347056;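 active = compounds whose plate-normalised and pattern-corrected inhibition of the luciferase reporter signal at the single screening dose is 50% or more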
C8 TRAIL sens = caspase-8 TRAIL sensitization | NB7+C8 cells + TRAIL, ATPlite viability luminescence | inhibition (viability loss, TRAIL sensitization), % at 10 µM | hit rate 1% among 360,000 | AID 624354;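 active = compounds causing at least 50% loss of cell viability in the single-dose screen, relative to plate controls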
TWEAK Fn14 block = inhibitors of TWEAK-Fn14 interaction signaling; inhibition, % at 10 µM; TWEAK-stimulated Fn14 reporter cells, luciferase luminescence, 8 h; hit rate 2% among 360,000; in the data active = inhibition above about 50%
NR2E3 ag-1 = NR2E3 (human) agonism; Q9Y5X4; GST-NR2E3/biotin-RetCOR TR-FRET, 1536-well; inhibition of corepressor binding, % at 4.78 µM; hit rate 0.12% among 320,000; AID 2300;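 active = percent inhibition above the cutoff of mean plus 3 SD of all tested compounds, set per screening campaign, cut at about 20% in these data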;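 also: 0% = DMSO wells and 100% = biotin wells as full block of FRET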
Target sequence (Q9Y5X4 whole entry, looked up): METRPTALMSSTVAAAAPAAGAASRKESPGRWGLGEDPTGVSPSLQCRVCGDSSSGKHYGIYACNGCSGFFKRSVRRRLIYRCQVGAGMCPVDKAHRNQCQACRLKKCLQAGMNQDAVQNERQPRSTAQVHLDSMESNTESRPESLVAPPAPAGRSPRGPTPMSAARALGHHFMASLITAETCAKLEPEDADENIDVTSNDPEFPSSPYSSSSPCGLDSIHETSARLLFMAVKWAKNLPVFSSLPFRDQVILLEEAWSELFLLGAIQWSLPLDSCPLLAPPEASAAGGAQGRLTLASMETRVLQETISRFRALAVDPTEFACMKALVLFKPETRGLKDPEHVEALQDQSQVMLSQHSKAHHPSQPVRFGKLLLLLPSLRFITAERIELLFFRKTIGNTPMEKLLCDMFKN
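System: GST-tagged NR2E3 plus biotinylated RetCOR corepressor; Buffer or medium: pH 7.5 Tris-based buffer; Probe or stimulus: RetCOR corepressor, biotinylated, 7 nM; Doses: compound at 4.8 µM, single dose; Schedule: 5 h incubation at 4 °C; Technique: time-resolved FRET; Evaluation: percent inhibition of TR-FRET ratio; Replication: one well per compound, singlicate testing.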
TRPM1 prom inh = MITF TRPM1 promoter inhibition in SK-MEL-5 cells; AID 488899; hit rate 0.83% among 330,000; inhibition, % at 12.5 µM; SK-MEL-5 TRPM1 promoter luciferase, 24 h;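 active = mean inhibition across replicates of 60% or more, whatever share of single replicates reaches that level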; also: values of inactives mirror those of a sister screen read the other way
Shn3 3UTR inh = reduces Shn3 3'UTR luciferase signal in osteoblasts | inhibition, % at 12.5 µM | AID 588674 | hit rate 0.52% among 360,000 | Clone20 osteoblast Shn3 3'UTR firefly luciferase, 24 h;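 active = mean inhibition of at least 75% with every replicate also reaching 75%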;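 also: 0% = median of neutral control wells and 100% = pilot-screen positive control compound; some compounds past the cut are filed as inactive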
NR2E3 ag-2 = agonists of human NR2E3 nuclear receptor; Q9Y5X4; CHO-S Gal4-NCOR/VP16-NR2E3 two-hybrid, luciferase; inhibition of corepressor binding, % at 3.98 µM; hit rate 0.35% among 360,000; AID 602229;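 active = inhibition above the mean of all tested compounds plus 3 SD, cut at about 70% in these data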;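 also: 0% = DMSO with NR2E3 transfected cells and 100% = cells lacking NR2E3 construct; higher means lower luciferase signal from less NR2E3 corepressor binding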
* = called active by the depositor; . = not tested or not shown.

SMILES	HIF-2a inh	Peg3 prom inh	KKLEB tox	CF NFkB inh	TROY signal inh	C8 TRAIL sens	TWEAK Fn14 block	NR2E3 ag-1	TRPM1 prom inh	Shn3 3UTR inh	NR2E3 ag-2
Cc1cc(/C=N/NC(N)=S)c(O)c(/C=N/NC(N)=S)c1	17	10	2	-19	16	6	1	-1	-4	-6	17
O=C(COc1ccc(Cl)cc1)NCCSc1ccccc1	-95	-67	-6	1	-55	-19	-16	-5	4	16	-22
COc1ccc(/C=C(\NC(=O)c2ccccc2)C(=O)NCC2CCCO2)cc1 (configuration not stated)	11	8	3	-21	-4	4	29	-4	-1	-9	-5
CCCn1c(-c2cccs2)nc2nc3ccccc3nc21	-35	3	2	-14	-28	-8	23	0	7	7	-12
COC1(OC)N=C(N)C2(C#N)C(c3cccc(Oc4ccccc4)c3)C12C#N (configuration not stated)	13	0	-10	11	18	-1	-5	0	7	0	6
O=C(CN1CCCCCC1)Nc1ccccc1C(=O)Nc1ccccc1	3	3	-5	8	-26	-1	-12	2	6	1	9
CCc1cccc(N(C(=O)c2csnn2)C(C(=O)NC(C)(C)CC)c2ccccn2)c1 (configuration not stated)	10	10	7	-7	10	-4	4	-5	.	6	-3
CCN(CC)C(=O)C(=O)N/N=C/c1ccc(C(=O)O)cc1	16	4	-4	2	10	0	-7	2	-11	-1	-17
COCCN1C(=O)C(=O)/C(=C(/O)c2ccc(S(=O)(=O)N3CCOCC3)cc2)C1c1cccc([N+](=O)[O-])c1 (configuration not stated)	11	-6	3	-18	-6	-9	-3	3	-9	-1	13
O=C(Nc1ccc(Cl)cc1)Nc1ccccc1C(=O)O	-145	-62	-10	2	47	75*	49	2	-23	-46	-105
CCCCn1c(N)c(N(CC)C(=O)c2ccc(N3CCCC3=O)cc2)c(=O)[nH]c1=O	-6	-13	25	-31	16	-12	3	-2	1	-8	1
Cn1c(NC(=O)c2ccc3c(c2)OCO3)cc(=O)n(C)c1=O	-1	-22	-8	14	-37	0	-41	12	.	-19	13
Cc1ccc2nc(Cl)c3cc(C(=O)NCCCN4CCCC4)sc3c2c1	6	12	-9	-28	-4	17	-35	-2	-9	17	6
COc1ccc(N(C(=O)C(C)C)S(=O)(=O)c2ccc3c(c2)n(C)c(=O)n3C)cc1	19	17	-10	1	5	-16	7	3	-8	-11	-18
CC1C(=O)N2CCCc3cc(S(=O)(=O)NCc4ccccc4Cl)cc1c32 (configuration not stated)	8	-10	5	4	8	8	3	2	-10	2	-12
CC(Oc1ccccc1)C(=O)Nc1nc2c(s1)C(=O)CC(C)(C)C2 (configuration not stated)	-8	-1	11	-26	-17	6	-9	3	-15	6	7
CCCCNS(=O)(=O)c1ccc2nc(SCC(=O)Nc3sccc3C#N)[nH]c2c1	10	43	-30	12	71*	7	-6	2	29	23	-6
COc1ccc(S(=O)(=O)N2CCN(C)CC2c2ccccc2)cc1OC (configuration not stated)	6	11	12	-34	2	1	-16	.	0	-18	-7
O=C(CN(c1ccccc1F)S(=O)(=O)c1ccccc1)NC1CCCCCC1	-25	15	1	12	-9	7	12	-2	-8	-7	1
COc1cccc(NC(=O)CN(C)C(=O)C2CCN(C(=O)c3ccccc3C)CC2)c1	12	7	4	-10	-1	18	-3	2	2	-5	-12
COc1ccccc1CNS(=O)(=O)c1c(C)[nH]c(C)c1C(=O)N1CCCCC1	9	1	7	-6	9	-21	15	-2	14	9	-10
CCCNC(=O)Nc1ccccc1SC	-12	-8	-6	0	9	1	15	5	14	-20	10
O=C1c2ccccc2-c2cccc(C(=O)N3CCCCC3)c21	15	15	-2	0	4	8	-1	0	3	7	-4
COc1cc(C2C(C(=O)c3ccco3)=C(O)C(=O)N2CC2CCCO2)ccc1O (configuration not stated)	4	1	7	-12	-1	14	10	3	5	1	-4
CN(C)c1ccc(/C=N/n2ncc3ccccc32)cc1	-222	-69	-18	-22	23	51*	54*	4	25	-9	-100
COC(=O)c1ccc(NC(=O)CSc2n[nH]c(-c3ccncc3)n2)cc1	13	6	4	-2	0	-5	15	1	-7	-8	-6
CCOC(=O)Nc1ccc2c(c1)N(C(=O)C(C)N1CCCC1)c1ccccc1CC2 (configuration not stated)	9	10	0	8	20	-8	-5	4	0	1	-19
CCOC(=O)Cn1nnnc1C(C(C)C)N(Cc1cccs1)Cc1cc2cc(C)ccc2[nH]c1=O (configuration not stated)	-11	9	-24	21	-19	-14	-2	1	1	10	-1
CCC(=O)N[C@@H]1CC(C(C)(C)NC(=O)CC)CC=C1C (some centres not stated)	10	0	-12	0	0	-16	-1	-3	5	-11	5
COC(=O)CSc1nc(NC#N)nc(NC(C)(C)C)n1	10	11	8	-5	-30	6	11	5	4	-1	-12
O=C(C1CCN(S(=O)(=O)c2cccc3cccnc23)CC1)N1CCN(C2CCCCC2)CC1	-1	1	-1	20	-2	15	9	1	.	-8	-11
Cc1cccc(NC(=O)C2CCN(S(=O)(=O)c3ccc(Cl)cc3)CC2)n1	-6	-4	8	0	2	16	15	-3	4	21	21
COc1cc(OC)cc(C(=O)N2CCC(N3CCCCCC3)CC2)c1	6	5	4	-18	-12	39	-12	-2	4	-9	6
Cc1ccc(S(=O)(=O)N2Cc3ccccc3CC2C(=O)NC(C)(C)C)cc1 (configuration not stated)	14	15	-4	11	2	3	7	5	-4	-1	0
CC1(C)CC(O)(CCNCc2ccc3c(c2)OCO3)CCO1 (configuration not stated)	3	0	-4	2	3	1	0	-1	2	-16	5
COCCCN(CC(=O)Nc1ccc(N2CCOCC2)cc1)S(=O)(=O)c1ccc(Cl)cc1	17	10	-7	-8	7	-3	6	-2	-4	8	-1
NC(=O)c1c(NC(=O)CSc2nnc(-c3ccco3)n2N)sc2c1CCCC2	1	-1	-2	8	-3	0	-19	1	13	-48	-8
COC(=O)c1ccc(NC2(C#N)C(=O)Nc3ccccc32)cc1 (configuration not stated)	-2	23	-24	10	-7	4	7	-2	-6	-10	-14
Cc1cc(=O)[nH]c(N/N=C/c2ccccc2Cl)n1	-36	-45	-11	14	-11	-4	-18	-1	-38	-3	-49
COc1ccc(-n2c3c(cc(C(=O)NC4CCSC4=O)c2=O)C(=O)CC(C)(C)C3)cc1 (configuration not stated)	14	14	-2	9	12	-11	2	2	4	-11	-9

Full records as entered above.
COc1cc(OC)cc(C(=O)N2CCC(N3CCCCCC3)CC2)c1 in the list: HIF-2a inh = 6; Peg3 prom inh = 5; KKLEB tox = 4; CF NFkB inh = -18; TROY signal inh = -12; C8 TRAIL sens = 39; TWEAK Fn14 block = -12; NR2E3 ag-1 = -2; TRPM1 prom inh = 4; Shn3 3UTR inh = -9; NR2E3 ag-2 = 6
Cc1ccc(S(=O)(=O)N2Cc3ccccc3CC2C(=O)NC(C)(C)C)cc1 (configuration not stated) in the list: HIF-2a inh = 14; Peg3 prom inh = 15; KKLEB tox = -4; CF NFkB inh = 11; TROY signal inh = 2; C8 TRAIL sens = 3; TWEAK Fn14 block = 7; NR2E3 ag-1 = 5; TRPM1 prom inh = -4; Shn3 3UTR inh = -1; NR2E3 ag-2 = 0
Cc1cc(=O)[nH]c(N/N=C/c2ccccc2Cl)n1 in the list: HIF-2a inh = -36; Peg3 prom inh = -45; KKLEB tox = -11; CF NFkB inh = 14; TROY signal inh = -11; C8 TRAIL sens = -4; TWEAK Fn14 block = -18; NR2E3 ag-1 = -1; TRPM1 prom inh = -38; Shn3 3UTR inh = -3; NR2E3 ag-2 = -49

Further structures.
SMILES	HIF-2a inh	Peg3 prom inh	KKLEB tox	CF NFkB inh	TROY signal inh	C8 TRAIL sens	TWEAK Fn14 block	NR2E3 ag-1	TRPM1 prom inh	Shn3 3UTR inh	NR2E3 ag-2
COc1ccc(N2C(=O)CCC2=O)c(OC)c1	5	-7	5	-35	-30	6	30	1	-8	1	4
Cc1c([N+](=O)[O-])cc(N2C(=O)C=CC2=O)cc1[N+](=O)[O-]	21	105*	-1	3	7	-8	7	.	50	21	-40
COc1ccc(NC(=O)c2ccc3[nH]c(C)c(C)c3c2)cc1	-228	-222	8	-22	-48	5	5	.	-79	-52	-50
COCCn1c(SCc2ccccc2F)nc2ccccc2c1=O	7	-7	3	5	22	-1	9	4	-7	16	1
COc1ccc(C2c3[nH]c4ccccc4c3CCN2CCCn2cccn2)c(C)c1C (configuration not stated)	23	22	-2	9	25	8	-6	9	16	22	-38
CCOC(=O)C1CCCN(C(=O)c2ccc3sccc3c2)CC1 (configuration not stated)	-7	1	-4	11	-5	1	-6	.	.	-2	-2
Cc1cccc(C(=O)OC2CCOC2=O)c1O (configuration not stated)	12	-4	10	5	-25	0	89*	-2	3	-9	-8
Cc1onc(-c2ccccc2)c1C(=O)Nc1ccc(S(=O)(=O)N2CCCCC2)cc1	6	16	13	-12	-2	-16	-9	8	-8	27	-37
Cn1nnc(NC(=O)c2ccccc2)n1	-12	-12	5	2	.	12	11	5	2	-14	-27
C=CC[n+]1ccc2ccccc2c1C	9	11	4	-3	16	-6	-13	2	3	-1	15
COc1ccccc1OCC(=O)Nc1cc2c(cc1C(=O)O)OCCCO2	6	-3	-10	-7	15	15	2	4	-11	-9	0
CCN(CC)CCCNC(=O)c1cn(C)c2ccc(S(=O)(=O)N(C)C3CCCCC3)cc2c1=O	16	-5	-2	9	-5	13	-1	-2	4	4	-7
O=C(CCc1ccc(S(=O)(=O)NCc2ccccc2)cc1)N1CCN(Cc2ccc3c(c2)OCO3)CC1	-7	16	12	-1	26	-7	14	3	-1	12	6
CCOc1ccc(C(=O)NC2CCN(C(=O)NCc3ccccc3)CC2)cc1	7	3	-6	-5	-29	-11	2	2	10	1	-14
CCCC1CCC(c2ccc(C(=O)NN)cc2)CC1 (configuration not stated)	21	-1	6	-1	1	35	9	-1	6	17	-19
CCC(CC)C(=O)Nc1ccccc1NC(C)=O	12	-10	0	4	-3	-1	0	2	1	-6	7
c1csc(CNc2nc(-c3cccs3)nc3ccccc23)c1	-19	17	-10	-15	22	-4	-36	1	-4	20	-15
CC1(C)CC[C@]2(C(=O)O)CC[C@]3(C)C(=CC[C@@H]4[C@@]5(C)CC[C@H](O)C(C)(C)[C@@H]5CC[C@]43C)[C@@H]2C1	15	3	21	-15	-1	-3	-32	0	4	53	-11
CCOC(=O)N1CCN(CC(O)c2c[nH]c3ccccc23)CC1 (configuration not stated)	29	1	8	1	-15	16	12	1	.	-2	-22
O=C1NC[C@H](CC2CCCCC2)N(CC2CCCCC2)C1=O	8	21	-14	23	-2	1	-1	-1	-3	-23	-2
COc1cc(C(=O)N2CCCC(C)(C(=O)NS(=O)(=O)C3CC3)C2)cc(OC)c1OC (configuration not stated)	1	-8	-13	24	5	-16	9	.	.	-8	-11
CCOc1cc(C(=O)OCC(=O)c2cc(C)n(CC3CCCO3)c2C)ccc1OCC(=O)N1CCOCC1 (configuration not stated)	-59	-50	2	11	-7	2	9	2	-13	15	-23
N#Cc1ccc(CN2CCN(C(=O)CCNS(=O)(=O)c3ccc(F)c(Cl)c3)CC2)cc1	6	17	14	-11	3	-2	1	6	3	9	17
CC1(C)Cc2ccccc2C(C(Cc2ccccc2)C(N)=O)=N1 (configuration not stated)	23	11	-6	6	1	-1	-28	-2	3	-9	1

This is a subset; the hit share may differ from the screen's.
